# Screening results from PubChem.
# KB-3-1 tox: kills parental KB-3-1 adenocarcinoma cells; KB-3-1 viability, CellTiter-Glo ATP luminescence, 72 h; Potency, µM (top dose mostly 46.1 µM), for the others: at the highest dose activity change, negative = cytotoxic, actives largely listed as cytotoxic; actives 1.4% (n = 400,000); further: potency means the concentration at half of the fitted maximal effect; on the % scale 0 is the no-effect control and ±100 the full control effect; nearly all actives have a fitted effect of over 60% in size
#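 KB-3-1 cells, DMEM (no phenol red) + 10% FBS; compound by pin transfer, 72 h, 37 °C. Readout: CellTiter-Glo luminescence after 10 min. Data normalized, curve-fitted.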
# MCF10A rerep: induces DNA re-replication in MCF 10a normal breast cells; MCF 10A DNA re-replication, Hoechst nuclear intensity, 48 h; Potency, µM (doses to about 46.1 µM), for the others: at the top dose activity, positive = re-replication, actives largely listed as activators; actives 2.9% (n = 350,000); AID 624296; further: potency means the concentration at half of the fitted maximal effect; % of control where 0% means no effect; nearly all actives have a fitted effect of over 50% in size
# KB-V1 cytotox: kills drug-selected multidrug resistant KB-V1 cells; Potency, µM (series often up to 46.1 µM), without a hit: at the highest dose activity change, negative = cytotoxicity, actives largely listed as cytotoxic; actives 3.4% (n = 400,000); KB-V1 MDR cells viability, CellTiter-Glo, 72 h; further: potency means the concentration at half of the fitted maximal effect; on the % scale 0 is the no-effect control and ±100 the full control effect; nearly all actives have a fitted effect of over 60% in size
#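 Drug-selected KB-V1 cells, grown in DMEM lacking phenol red with 10% FBS, receive compound titrations; after three days at 37 degrees C, surviving cell ATP is quantified by CellTiter-Glo luminescence and responses normalized and curve-fitted.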
# SW480 rereplic: induces DNA re-replication in SW480 colon adenocarcinoma cells; SW480 DNA re-replication, Hoechst DNA content imaging, 48 h; Potency, µM (highest dose often 46.1 µM), without a hit: at the top dose re-replication activation, most hits filed as activators; actives 1.8% (n = 340,000); AID 624297; further: potency means the concentration at half of the fitted maximal effect; % of control where 0% means no effect; nearly all actives have a fitted effect of over 55% in size
#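 Treated cells incubate 48 hr (37 C, 5% CO2), are stained 40 min with Hoechst, and nuclear fluorescence is enumerated; a rise in nuclei with high DNA signal marks re-replication.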
# WRN helicase inh: blocks human WRN helicase | Potency, µM (top dose mostly 114 µM), without a hit: top-dose activity change, negative = inhibition, usual class: inhibitors | WRN helicase unwinding, fluorescent forked duplex, kinetic | actives 0.46% (n = 360,000); further: potency means the concentration at half of the fitted maximal effect; on the % scale 0 is the no-effect control and ±100 the full control effect; nearly all actives have a fitted effect of over 55% in size
#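 Enzyme (20 nM final) and test compound sit together 15 min at room temperature before substrate addition. Substrate is a single-forked duplex oligonucleotide (100 nM) labelled with fluorophore and quencher, with 2 mM ATP; helicase unwinding raises red fluorescence, read kinetically.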
# ATXN2 expr inh: reduces ATXN2 reporter expression in HEK-293 cells; HEK-293 ATXN2-luciferase reporter, luminescence, 24 h; Potency, µM (doses to about 57 µM), for the others: top-dose activity change, negative = inhibition, hits mostly inhibitors; actives 0.72% (n = 360,000); further: potency means the concentration at half of the fitted maximal effect; on the % scale 0 is the no-effect control and ±100 the full control effect; nearly all actives have a fitted effect of over 55% in size
#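 qHTS (up to 57 uM final) was run with 24 h compound exposure of reporter cells at 37 °C. Each well was multiplexed: SteadyGlo luminescence measured ATXN2-luciferase expression after a fluorogenic Gly-Phe-AFC viability readout (25 uM final).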
# IL-1B inflam inh: inflammasome signaling inhibition, IL-1 beta readout; THP-1 LPS/ATP IL-1B secretion, AlphaLISA, 16 h; active compounds read low; activity change, % at 57.5 µM; actives 4.7% (n = 360,000); in the data active means activity change below about -50%; inconclusive means mostly about -30% to -49%; further: on the % scale 0 is the no-effect control and ±100 the full control effect
#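 Secreted IL-1B measured by AlphaLISA bead assay after 16 h compound exposure of THP-1 cells; compounds (final up to 57.5 uM) added 1 h before LPS (250 ng/mL) and ATP (1.25 mM) stimulation; lower signal means less secretion.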
# HT1080-NT tox: kills 2HG-producing HT-1080-NT fibrosarcoma cells; AID 686970; HT-1080-NT fibrosarcoma viability, CellTiter-Glo ATP luminescence, 48 h; Potency, µM (series often up to 46.1 µM), inactives show at the top dose activity, negative = less viability, hits mostly cytotoxic; actives 1.6% (n = 360,000);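 further: NT is the 2HG producing partner of a matched IDH1 knockdown line; potency means the concentration at half of the fitted maximal effect; 0% = DMSO-treated cells and -100% = media-only wells without cells; nearly all actives have a fitted effect of over 55% in size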
#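 HT-1080-NT fibrosarcoma cells (2HG-overproducing), 750 cells/well in RPMI with 5% FBS, dosed after 2 h and incubated 48 h at 37C. CellTiter-Glo luminescence normalized to DMSO and no-cell wells; concentration-response curves fitted and classed.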
# HT1080 IDH1KD tx: HT-1080 IDH1 knockdown cell toxicity (counter line); HT-1080 IDH1 knockdown viability, ATP luminescence, 48 h; Potency, µM (top dose mostly 46.1 µM), for the others: at the highest dose activity, negative = toxicity, actives largely listed as cytotoxic; actives 2% (n = 360,000); AID 686971;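 further: potency means the concentration at half of the fitted maximal effect; 0% = DMSO wells and -100% = cell-free medium wells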
#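 IDH1KD HT-1080 cells, 750/well, RPMI + 5% FBS; compound pinned after 2 h settling; 48 h, 37 °C; CellTiter-Glo luminescence; % activity normalised to DMSO and no-cell wells; curves fitted, classed by r2 and efficacy.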
# * = called active by the depositor; ? = inconclusive; nt = not tested or not shown; & = joins results of further samples; [ ] = another dose, or the depositor's remark. Unless noted, the call rests on the fitted dose curve; in most records, active means well fitted curve in the direction sought with a large enough effect; inconclusive means small, poorly fitted or top-dose-only effect, or another doubt; inactive means no such curve, though single readings can be large; an effect the other way counts as inactive or inconclusive.
SMILES,KB-3-1 tox,MCF10A rerep,KB-V1 cytotox,SW480 rereplic,WRN helicase inh,ATXN2 expr inh,IL-1B inflam inh,HT1080-NT tox,HT1080 IDH1KD tx
O=C(NC(=S)NCCN1CCOCC1)c1ccc(Cl)cc1Cl,12%,1%,2%,-1%,-27%,7%,-1,7%,15%
COc1ccc(CC(=O)N/N=C/C=C/c2ccc3c(c2)OCO3)cc1OC,-1%,13%,1%,4%,-22%,-25%,-4,8%,4%
COc1cc(C(c2sc3nc(C)nn3c2O)N2CCC3(CC2)OCCO3)cc(OC)c1OC (stereo not drawn),?,7%,?,7%,-10%,2%,6,1%,1%
CCOC(=O)c1ccc(Nc2ncnc3ccccc23)cc1,3%,5%,-11%,0%,0%,20%[11.3 µM],-5,-12%,-21%
O=C(N/N=C/c1cccc([N+](=O)[O-])c1O)c1cccs1,?,13%,?,?,-27%,?,66,?,?
CCOC(=O)Cn1nc(C)n(-c2ccc(C(C)(C)C)cc2)c1=O,-1%,-179%[0.0737 µM],-4%,-5%,15%,1%,13,1%,0%
COc1ccc(-c2ccc(C(=O)Nc3cccc(C(C)=O)c3)c3occc23)c(C)c1,-3%,nt,-24%,nt,-5%,-25%,11,-22%,?
COc1ccccc1CNC(=O)c1ccccc1N(C)S(C)(=O)=O,14%,-4%,8%,-3%,0%,9%,23,0%[9.24 µM],-15%
Cc1cc(C(C)(C)C)cc(C)c1COC(=O)C1CCC(=O)N1 (stereo not drawn),-14%,0%,18%,-4%,-16%,0%,-9,0%,-13%
COc1ccccc1C(=O)NC(=S)Nc1ccc(N2CCOCC2)cc1,-18%,nt,-7%,nt,3%,nt,-16,?,0%
CC(C)C(=O)C1=Cc2cccc([N+](=O)[O-])c2OC1N1CCOCC1 (stereo not drawn),-6%,-9%,?,5%,-2%,6%,-60*,-5%,-7%
CCOC(=O)c1cccc(C2=CC(=O)C[C@H](c3ccc(OC)c(OC)c3)C2)c1,-3%,9%,-26%,-18%[9.22 µM],-9%,?,100,-2%,-7%
CN(C)/C=C(\C#N)S(=O)(=O)c1ccccc1,-1%,11%,26%,-6%,4%,nt,0,-1%,2%
CC(C)C[C@H](NC(=O)N1CCn2c1nc1ccccc12)C(=O)NC1CC1,-24%,12%,-11%,-9%,-6%,-1%,?,-3%,-8%
CC(C)C[C@H](NC(=O)C1CC(=O)N(c2ccc3c(c2)OCCO3)C1)C(=O)N1CCCCC1 (stereo partly drawn),8%,5%,-6%,-3%,-11%,10%,-12,15%,13%
O=C(NCCc1cccs1)C12CN(Cc3ccccc3)CC1C(c1cccc([N+](=O)[O-])c1)=NO2 (stereo not drawn),3%,?,-17%,?,-6%,0%,-7,1%,-9%
c1ccc(CCn2nnnc2CN2CCN(C3CCCC3)CC2)cc1,4%,5%,7%,0%,-4%,2%,-5,1%,2%
CCCCNC(=O)c1ccccc1C(=O)NC1(C(=O)NCCCC)CCCC1,0%,-2%,0%,16%,-10%,-12%,2,0%,-12%
CC1CCCCN1C(=O)CSc1nnc(-c2ccc(Cl)s2)o1 (stereo not drawn),-11%,6%,0%,2%,0%,23%,-8,-3%,0%
Cc1nc2cc(C(=O)NCCN3CCOCC3)ccc2n1-c1ccc(F)cc1F,12%,-3%,-1%,1%,3%,1%,-15,5%,11%
Cc1csc(SCc2c(C(=O)O)oc3ccccc23)n1,13%,1%,3%,-1%,-5%[57.1 µM],-4%,37,0%,2%
CC[C@@H]1C(c2cccc(Cl)c2)=NN(c2ccc(Br)cc2)[C@H]1C(=O)N1CCOC1=O,3%,1.3µM*,-2%,10µM*,-4%,?,-66*,?,?
O=C(c1ncn(Cc2ccccc2)c1C(=O)N1CCN(c2ccccc2)CC1)N1CCN(c2ccccc2)CC1,0%,-15%,0%,20%[9.22 µM],-12%,3%,-3,-9%,-11%
COc1cc(-c2cc(C(=O)Nc3cccc(C(C)=O)c3)c3ccccc3n2)cc(OC)c1OC,?,?,21µM*,2%,-7%,-14%,-19,-25%,?
CSc1ccc(/C=C/C(=O)OCC(=O)N(C)CCC#N)cc1,5%,7%,18%,?,2%,nt,-6,-3%,1%
SMILES,KB-3-1 tox,MCF10A rerep,KB-V1 cytotox,SW480 rereplic,WRN helicase inh,ATXN2 expr inh,IL-1B inflam inh,HT1080-NT tox,HT1080 IDH1KD tx
Cc1cc(C(=O)Nc2c(C)n(C)n(-c3ccccc3)c2=O)cs1,3%,2%,7%,-10%,5%,-3%,5,-5%,12%
CCN(CC)S(=O)(=O)c1cccc(C(=O)N/N=C/c2ccccn2)c1,1%,7%,-17%,-3%,-10%,-22%,143,?,-16%
CC(C)C(=O)COc1c2occc2cc2ccc(=O)oc12,?,-2%,6%,-2%,-9%,0%,-1,9%,6%
Cc1sc2ncnc(Sc3ccccc3C(=O)Nc3ccc(Br)cc3)c2c1C,15%,4%,?,nt,-28%,1%,-15,-5%,-6%
CCOCC(=O)Nc1sc2c(c1C(=O)OCC)CCCC2,-16%,?,-29%,-2%,-19%,-7%,-2,0%,-2%
CCN(CC)S(=O)(=O)c1ccc2c(c1)c(=O)c(C(=O)NCCCN(C)c1ccccc1)cn2C,-11%,1%,-14%,1%,4%,-4%,-6,-4%,-13%
COCCN1CCn2c(nc3cc(NC(=O)c4ccc(OC)cc4)ccc32)C1,14%,5%,9%,14%,-13%,1%,-7,28%,23%
Cc1ccc(C)c(S(=O)(=O)N2CCN(C(=O)[C@@H](NC(=O)c3ccc(F)cc3)C(C)C)CC2)c1,-2%,2%,-5%,12%,-3%,nt,-6,-8%,-12%
COc1ccc(Cl)cc1NC(=O)CCc1nc(-c2ccccc2F)no1,20%&-17%,2%,1%&2%,-4%,-2%,-2%&-32%,15,9%,-11%
CN(C)CCNC(=O)CCn1nc(-c2ccc(Cl)cc2)ccc1=O,5%,3%,25%,-5%,5%,-9%,-5,13%,0%
C=CCn1c(=O)c2ccccc2n2nnc(C(=O)OCC)c12,-3%,0%,-2%,-2%,?,-4%,-13,-4%,-2%
CCOc1ccc(C2/C(=C(\O)c3ccc4c(c3)OCCO4)C(=O)C(=O)N2CCCN2CCOCC2)cc1OC (stereo not drawn),-3%,?,-19%,-25%,-2%,11%,16,-9%,-4%
COC(=O)C[C@@H]1C[C@@H]2c3cc(NS(=O)(=O)c4ccc(F)cc4)ccc3O[C@@H]2[C@H](CO)O1,5%,nt,11%,nt,-5%,11%,?,13%,13%
COc1ccc(-c2[nH]ncc2-c2csc(C)n2)c(O)c1,2%,-1%,11%,-52%[inhibitor],2%,nt,-8,-1%,6%
COc1c(/C=N/NC(=O)c2ccccc2O)c(CCN(C)C(C)=O)cc2c1OCO2,5%,8%,6%,-4%,-8%,5%,7,20%,?
Cc1cc(C)cc(N(C(=O)CNC(=O)c2ccco2)C(C(=O)NC2CCCC2)c2cccnc2)c1 (stereo not drawn),-6%,0%,-1%,3%,7%,-16%,10,-5%,0%
CN(C)c1ccc(-c2csc(C(C)(O)c3cccc(F)c3)n2)cc1 (stereo not drawn),-1%,nt,?,nt,-5%,13%,-17,26µM*,?
CCCCn1c(=O)c(C(=O)c2ccccc2)nc2ccccc21,-3%,10%,-29%,-13%,5%,8%,-3,-1%,1%
O=C(NCCc1csc(-c2ccc(C(F)(F)F)cc2)n1)c1cccs1,-27%,16%,-11%,4%,-3%,-23%,-29,0%,-7%
Cc1nnc(N2CCC(C(=O)N3CCCCCC3)CC2)c2nn(-c3ccc(Cl)cc3)c(C)c12,?,18%,-26%,1%,-8%,nt,-26,-14%,0%
Cc1cc(Cl)nc(SCC(=O)c2ccccc2)n1,4%,-6%,17%,2%,4%,5%,?,9%,7%
COc1ccc(C2=CC(c3c(C)nn(-c4ccccc4)c3Cl)n3nnnc3N2)cc1OC (stereo not drawn),16µM*,?,21µM*,?,-25%[57.1 µM],?,-67*,?,?
CCOc1cccc(C2CC(=O)Nc3cc(OC)c(OC)cc32)c1 (stereo not drawn),2%,0%,0%,4%,-11%,4%,9,-6%,-2%
N/C(=N\c1nc(CSc2ccccn2)cc(=O)[nH]1)Nc1ccc(Cl)cc1Cl,-11%,?,6%,11%,-6%,-29%,27,?,-24%
COCc1cc(C)nc(OCC(=O)N/N=C/c2ccc(O)cc2O)c1C#N,-25%,19%,11%,?,-5%,-35%,50,-28%,?
SMILES,KB-3-1 tox,MCF10A rerep,KB-V1 cytotox,SW480 rereplic,WRN helicase inh,ATXN2 expr inh,IL-1B inflam inh,HT1080-NT tox,HT1080 IDH1KD tx
COc1ccc(NS(=O)(=O)c2cc(NC(=O)CCNC(C)=O)ccc2N2CCOCC2)cc1,-2%,11%,-6%,-3%,-3%,-13%,-14,2%,1%
CCOC(=O)C1CCN(C(=O)c2ccc3nc(-c4ccc(OC)cc4)c(-c4ccc(OC)cc4)nc3c2)CC1,?,15%,-1%,12%,-13%,6%,5,-19%,-22%
COc1ccc(-n2nc([N+](=O)[O-])c(=NCCCN3CCCC3=O)n2O)cc1,2%,0%,-1%,6%,-5%,nt,7,-4%,6%
Cc1ccc(CN2CC(C(=O)N3CCN(c4ccccc4O)CC3)CC2=O)cc1 (stereo not drawn),-6%,7%,-2%,3%,-6%,-1%,0,7%,1%
CCOC(=O)NC(=O)COC(=O)Cc1cc(OC)c(OC)c(OC)c1,5%,2%,11%,-1%[9.22 µM],5%,3%,7,4%,5%
Fc1ccc(C2CCCN2Cc2nc(Cc3ccccc3F)no2)cc1 (stereo not drawn),2%,1%,0%,-2%,1%,nt,-4,0%,-2%
